zVAD death inh – L929 zVAD cell death inhibition; viability rescue, % at 10 µM; L929 zVAD necroptosis rescue, ATP luminescence, 24 h; with zVAD 60 µM; 0.38% of 220,000 active;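 active = activation, scaled between plate controls, above about 75%, limit read from the data; inactive = activation under that limit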;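 also: 0% = zVAD with DMSO and 100% = DMSO alone without zVAD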
Cl transport mod – modulates chloride dependent transport by human KCC2. Q9H2X9. KCC2 cells, thallium flux FluoZin-2 fluorescence. B-score of Tl+ flux slope (higher = more flux/activation; lower = inhibition) at 10 µM. 2.2% of 190,000 active. AID 1456;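 active = thallium flux slope and its plate-corrected score both differing from the plate sample mean at a set confidence after two filtering rounds, in either direction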;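 also: slope of fluorescence scaled to starting intensity during 10 to 20 s after thallium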
Rad51 HR inh – blocks human Rad51 in homologous recombination. 0.085% of 200,000 active. Q06609. hRad51 DNA strand exchange, fluorescence dequenching. inhibition, % at 10 µM;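 active = inhibition above 40% at the single screening dose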;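 also: 0% = DMSO control wells and 100% = blanks with heterologous ssDNA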
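System: hRad51 filaments on single-stranded DNA; reagent: Fluorescein- and BHQ1-tagged 47-mer duplex; compound dosing: one concentration, 10 µM final; timing: filaments 15 min 37 °C, then compound 30 min; measured by: fluorescein emission 520 nm, excitation 485 nm; benchmarks: per-plate controls and blanks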
eIF4E-4G inh – blocks eIF4E binding to eIF4G | 0.37% of 220,000 active | AID 782 | P63073+Q04637 | inhibition, % at 21.7 µM | TR-FRET eIF4E-eIF4GI(517-606) binding, 2 h;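 active = inhibition above about 30%, limit read from the data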;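 also: 0% = full FRET control wells and 100% = background wells lacking eIF4GI fragment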
Mdm2 ligase inh – Mdm2 E3 ligase (human) inhibition | cell-based MDM2 ubiquitination luciferase reporter, 2 h; 0 = plate control, 100 = twice control, blank-subtracted | signal enhancement, % at 5 µM | 0.11% of 210,000 active | AID 1230;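 active = signal enhancement of 30% or more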;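 also: luminescence tracks abundance of the self-degrading MDM2-luciferase fusion protein; higher signal means inhibition of MDM2 E3 ligase activity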
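test system = mammalian cells stably expressing self-ubiquitinating, self-degrading MDM2 E3–luciferase fusion | quantity = 2000 cells/well | incubation = cell settling 4 h, compound treatment 2 h, both 37 °C | signal = luminescence with SteadyLite reagent, 15 min at room temperature | evaluation = % enhancement relative to plate controls after blank subtraction | benchmarks = plate controls and plate blanks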
m-calpain inh – blocks pig calpain II enzyme activity | purified calpain II, fluorogenic peptide substrate, 30 min | inhibition, % at 16 µM | 0.37% of 220,000 active | AID 1236;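 active = inhibition above about 50%, limit read from the data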
TNF death inh – TNF-alpha cell death inhibition in Jurkat FADD-/- cells; Jurkat FADD-/- TNF necroptosis rescue, ATP luminescence, 24 h; 0 = TNF only, 100 = no-TNF cells; activation (protection from cell death), % at 10 µM; 0.068% of 220,000 active;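 active = activation, meaning protection from cell death, of at least 50% relative to plate controls; inactive = activation below 50%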;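 also: necroptosis triggered by 40 ng/mL TNF-alpha added together with compound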
EBV gp42 inh – EBV gp42 inhibition. Q1HVG2. Fluorescence polarization binding assay, mP read-out. inhibition, % (tested at 21.74 µM). 0.42% of 220,000 active; in the data active = inhibition above about 50%
PERK inh – human PERK inhibition, primary cell-based screen; Q9NZJ5; CHO PERK-DD fusion, SEAP luminescence translation reporter; inhibition, % at 5.6 µM; 0.17% of 220,000 active;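 active = inhibition above the mean inhibition of all tested compounds plus 3 SD, set separately per screening campaign, cut at about 2.9% in these data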;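 also: PERK kinase domain activated by AP20187 dimerizer at 100 nM; 0% = DMSO with dimerizer and 100% = rapamycin at 8.4 µM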
Target sequence (Q9NZJ5 whole entry, looked up, the tested form may be a part): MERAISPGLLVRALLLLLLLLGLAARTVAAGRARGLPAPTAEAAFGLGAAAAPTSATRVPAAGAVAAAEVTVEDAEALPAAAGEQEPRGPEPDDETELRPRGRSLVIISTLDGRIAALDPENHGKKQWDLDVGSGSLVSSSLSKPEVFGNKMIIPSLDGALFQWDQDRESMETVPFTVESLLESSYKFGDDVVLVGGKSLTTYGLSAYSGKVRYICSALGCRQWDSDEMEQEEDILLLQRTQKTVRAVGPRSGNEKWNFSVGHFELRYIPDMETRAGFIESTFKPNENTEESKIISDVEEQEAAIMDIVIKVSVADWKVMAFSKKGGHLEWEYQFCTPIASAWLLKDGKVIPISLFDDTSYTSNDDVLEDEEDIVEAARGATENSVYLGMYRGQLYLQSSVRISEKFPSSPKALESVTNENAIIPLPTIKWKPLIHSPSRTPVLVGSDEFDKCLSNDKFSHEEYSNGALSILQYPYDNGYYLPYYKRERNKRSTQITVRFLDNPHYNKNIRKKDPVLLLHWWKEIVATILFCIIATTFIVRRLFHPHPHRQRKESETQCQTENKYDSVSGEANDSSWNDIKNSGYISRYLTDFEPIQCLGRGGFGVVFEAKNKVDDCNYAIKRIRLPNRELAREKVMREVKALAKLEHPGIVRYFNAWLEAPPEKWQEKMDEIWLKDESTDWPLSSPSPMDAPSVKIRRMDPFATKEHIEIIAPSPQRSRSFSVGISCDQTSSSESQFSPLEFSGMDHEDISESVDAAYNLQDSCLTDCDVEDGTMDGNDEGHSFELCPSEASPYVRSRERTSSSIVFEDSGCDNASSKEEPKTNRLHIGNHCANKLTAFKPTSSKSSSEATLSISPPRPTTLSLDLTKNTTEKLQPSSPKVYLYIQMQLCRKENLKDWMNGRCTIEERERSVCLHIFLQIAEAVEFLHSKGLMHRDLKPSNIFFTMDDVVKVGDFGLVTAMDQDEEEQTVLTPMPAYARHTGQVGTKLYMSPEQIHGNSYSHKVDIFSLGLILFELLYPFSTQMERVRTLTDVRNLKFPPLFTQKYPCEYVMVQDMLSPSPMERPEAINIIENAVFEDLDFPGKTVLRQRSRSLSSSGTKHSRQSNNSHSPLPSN
Starred values were filed as active, the others as inactive; / = not tested or not shown; [ ] = remark or other dose.

SMILES	zVAD death inh	Cl transport mod	Rad51 HR inh	eIF4E-4G inh	Mdm2 ligase inh	m-calpain inh	TNF death inh	EBV gp42 inh	PERK inh
C=CCn1c(SCC(=O)Nc2cc(C)on2)nc2sc3c(c2c1=O)CCCC3	0.7	2.3	/	-3	-17	42	0.9	8	-0.2
COc1ccc(NC(=O)C2C3CCC4C(CCC32)C4(Cl)Cl)cc1 (centres undefined)	0.1	-0.53	5	6	12	0	0.6	-6	1.1
CSc1nc(O)c(/C=C2\C=Nc3ccccc32)[nH]1	6.5	-2.5	-4	-5	-11	6	1.9	-6	-0.5
CCCCOC(=O)CN1C(=O)c2ccc(C(=O)OCCCC)cc2C1=O	0.9	0.63	-5	4	-8	25	-0.9	9	-0.2
COC(=O)c1ccccc1NC(=O)C1CCCN(S(=O)(=O)c2ccc(F)cc2)C1 (centres undefined)	-0.1	-1.6	3	-2	-19	7	-2.3	-10	-0.8
O=c1[nH]c2cc3c(cc2cc1CN(CC1CCCO1)S(=O)(=O)c1ccc(Cl)cc1)OCCO3 (centres undefined)	-0.4	/	7	-20	-12	-88	-0.8	-22	-0.4
CC(C)c1ccc2c(c1)C1Cc3ccccc3C1N2 (centres undefined)	2.1	-0.056	/	9	/	6	0.0	-7	0.1
C=CCC1S/C(=N/N=C/c2cccs2)NC1=O (centres undefined)	4.2	-1.7	-2	-1	-8	23	0.9	2	-0.1
COc1ccc(-c2csc(N3CCC(c4ccccc4)CC3)n2)cc1	5.2	-0.69	-7	0	2	-18	0.4	-6	0.6
O=C(Cn1nnc(-c2ccncc2)n1)N(C1CCCCC1)C1CCCCC1	-0.2	0.14	5	10	-19	-9	0.5	-12	0.3
CCCCCCCOC(=O)c1ccc(OC(=O)c2cccnc2)cc1	0.2	/	7	-1	3	7	-2.7	6	1.2
COc1cc(C(=O)N2CCN(c3ccc(C)cc3C)CC2)cc(OC)c1OC	-0.5	0.16	2	-2	-2	8	-13	5	-0.1
CCOC(=O)C1(Cc2ccc(Cl)cc2)CCN(C(=O)c2cscn2)CC1	-1.8	-0.05	5	0	12	-19	-0.5	0	-0.7
Cc1ccc(C)c(CN2CCNC2=O)c1	2.1	0.33	1	5[fluorescence artefact?]	-2	-17	0.8	-26	0.9
CCC(C)(NC(=O)c1ccccc1)C(=O)O (centres undefined)	-0.6	0.52	/	-2	-2	-10	0.1	3	1.4
CCOC(=O)c1cnn(CCOC(=O)Cc2cccs2)c1NC(=O)Cc1cccs1	0.1	-2.5	8	-15	-15	-10	-1.2	-13	-1.1
O=C(CSc1ccc([N+](=O)[O-])cn1)Nc1ccc2c(c1)OCCO2	2.2	-0.016	5	0	-10	17	-0.4	-6	0.5
O=C(CCCC(=O)N(CC(=O)NC1CCCC1)Cc1ccc2c(c1)OCO2)Nc1ccccn1	1.2	0.041	-1	3	-5	6	0.8	-21	0.5
CNC(=O)COC(=O)COc1ccc2c(C)cc(=O)oc2c1	1.5	-0.63	1	5	-5	-52	0.4	-11	1.4
COc1ccccc1C1c2c(C)nn(-c3ccccc3)c2NC(=O)C1NC(=O)c1ccccc1 (centres undefined)	0.9	-0.74	4	-1	7	26	1.9	-9	-1.0

Six of these compounds, reformatted:
SMILES,zVAD death inh,Cl transport mod,Rad51 HR inh,eIF4E-4G inh,Mdm2 ligase inh,m-calpain inh,TNF death inh,EBV gp42 inh,PERK inh
CCCCOC(=O)CN1C(=O)c2ccc(C(=O)OCCCC)cc2C1=O,0.9,0.63,-5,4,-8,25,-0.9,9,-0.2
COC(=O)c1ccccc1NC(=O)C1CCCN(S(=O)(=O)c2ccc(F)cc2)C1 (centres undefined),-0.1,-1.6,3,-2,-19,7,-2.3,-10,-0.8
O=c1[nH]c2cc3c(cc2cc1CN(CC1CCCO1)S(=O)(=O)c1ccc(Cl)cc1)OCCO3 (centres undefined),-0.4,/,7,-20,-12,-88,-0.8,-22,-0.4
CC(C)c1ccc2c(c1)C1Cc3ccccc3C1N2 (centres undefined),2.1,-0.056,/,9,/,6,0.0,-7,0.1
C=CCC1S/C(=N/N=C/c2cccs2)NC1=O (centres undefined),4.2,-1.7,-2,-1,-8,23,0.9,2,-0.1
COc1ccc(-c2csc(N3CCC(c4ccccc4)CC3)n2)cc1,5.2,-0.69,-7,0,2,-18,0.4,-6,0.6

Results in zVAD death inh and Mdm2 ligase inh, for some of the entries so far:
mol | zVAD death inh | Mdm2 ligase inh
CSc1nc(O)c(/C=C2\C=Nc3ccccc32)[nH]1 | 6.5 | -11
CCCCOC(=O)CN1C(=O)c2ccc(C(=O)OCCCC)cc2C1=O | 0.9 | -8

(cont.)
SMILES	zVAD death inh	Cl transport mod	Rad51 HR inh	eIF4E-4G inh	Mdm2 ligase inh	m-calpain inh	TNF death inh	EBV gp42 inh	PERK inh
COC(=O)c1sccc1NC(=O)/C=C/C(=O)O	1.0	0.61	15	2	-14	9	-0.5	-7	0.1
O=C(CSC(=S)N1CCCCC1)c1ccccc1	9.7	-0.083	1	-1	-64	-11	2.8	-6	-0.3
COC(=O)c1ccccc1OCC(=O)N1CCN(c2ccc(Cl)cc2)CC1	-0.2	-0.69	2	12	-10	1	-1.9	-8	1.0
CCC(CC)C(=O)Nc1cc(NC(=O)C(CC)CC)cc(C(=O)O)c1	-1.0	0.0011	0	-4	-13	-48	-2.2	-12	-0.7
CCOc1cc(/C=N/NC(=O)CCn2nc(C)cc2C)ccc1O	0.9	2.1	/	0	-3	9	2.3	-27	1.5
O=C(CSc1nnc(-c2ccc(F)cc2)c2ccccc12)Nc1ccccc1Cl	-0.1	-0.034	-6	-10	-2	-21	2.8	-1	0.1
COc1ccc(-c2c(C)n([O-])c3c([n+]2=O)CCCC3)cc1	-0.1	-0.22	7	2	-26	-24	-0.3	-9	2.5
COc1ccc(Nc2oc(COc3ccc(C)cc3)nc2C#N)cc1	1.7	-1.7	8	-7	1	2	-0.4	-3	0.1
CC1(C)CC(=O)C/C(=N/NC(=O)c2ccc(-c3ccccc3)cc2)C1	2.4	-4.7*	3	-6	3	-31	3.6	-5	1.4
CN(C)/C=C1\SC(=S)N(N2C(=O)C3C4C=CC(C4)C3C2=O)C1=O (centres undefined)	1.0	0.36	13	1	-11	-8	0.3	-18	1.1
CCOCCCNC(=O)c1c[nH]c2cc(OC)ccc2c1=O	10	0.16	5	2	-8	3	2.4	-13	0.8
O=C(c1cc(-c2ccccc2)on1)N1CCN(Cc2ccc3c(c2)OCO3)CC1	-0.7	-0.18	0	-8	3	-1	-0.2	-14	0.5
CCOC(=O)/C=c1\s/c(=C\c2ccc(C#N)cc2)c(=O)n1CC(=O)Nc1cccc(C)c1C	0.5	0.89	/	12	3	16	0.5	-41	1.4
CC(C)(C)C(=O)NCCN1CCN(C(=O)C(C)(C)C)CC1	-0.9	-0.3	1	-3	/	17	-0.6	-9	1.3
COc1ccc(Cl)cc1-c1n[nH]c(=S)n1C1CCCCC1	0.1	0.026	6	-1	1	7	0.0	2	0.6
O=C(O)CCC(=O)N1N=C(c2c(-c3ccccc3)c3cc(Cl)ccc3[nH]c2=O)CC1c1cccs1 (centres undefined)	1.4	0.31	12	8	-10	-89	2.8	4	0.3
CC(C)NC(=S)Nc1ccc2cn[nH]c2c1	/	0.064	/	-1	-13	17	0.1	2	0.2
COc1ccc(NC(=O)c2cc(SC)ccc2Cl)cc1	1.2	0.047	-3	8	-8	-14	2.8	4	-0.3
COc1ccc(C2=NOC(C(=O)NCc3cccs3)C2)cc1 (centres undefined)	1.0	0.08	-3	-7[fluorescence artefact?]	-5	-25	-5.8	-1	0.0
O=C(Nc1ccc2c(c1)OCO2)c1ccc(N2CCCC2)c([N+](=O)[O-])c1	1.5	-1.5	2	5	-16	6	-1.2	2	-0.5
CCN(CC)c1ccc(NC(=O)CSc2nc3ccccc3c(=O)n2-c2cc(S(=O)(=O)N(C)C)ccc2C)cc1	0.8	-0.52	2	4	-17	-55	4.0	-3	-0.2
COc1ccc(C(=O)N(CCCO)Cc2cc3c(C)ccc(C)c3[nH]c2=O)cc1OC	-0.4	-0.52	-2	1	-8	-36	-0.2	-10	0.5
CCCCC(=O)N/N=C/c1sccc1C	1.2	-0.03	-4	-7[fluorescence artefact?]	-4	21	1.6	-1	-0.7
Cc1csc(NC(=O)c2cc(-c3ccco3)nc3ccccc23)n1	0.7	-0.25	-5	6	-5	-137	1.1	36	-0.1
CN1CCN(c2ccc(-c3ccnn3C(=O)Nc3cccc(C(F)(F)F)c3)cc2)CC1	84*	0.84	-9	6	-18	-13	6.1	2	0.8
COC(=O)[C@@]1(Cc2ccc(OC)cc2)[C@H]2c3cc(C(=O)N(C)C)[nH]c3C[C@H]2CN1C(=O)c1ccccc1	-1.4	0.2	6	7	/	0	-0.7	-4	-0.9
COc1cccc(C(=O)/C=C/Nc2ccc(S(=O)(=O)Nc3ncccn3)cc2)c1	2.5	-0.82	0	2	-4	-29	0.9	4	-0.2
Cc1ccc(O)c(CCc2ccccc2)n1	0.3	1.1	13	3	-17	-24	1.5	-4	0.0
Cc1c(C(=O)C(=O)NCCC2=CCCCC2)c2ccccc2n1C	-1.0	-0.12	-3	5	-19	18	-0.6	6	0.0
CCSc1nc(C)nc2c1oc1ccccc12	3.8	-0.31	-7	11	-23	-1	0.1	3	1.3
O=S(=O)(NCc1ccccc1)c1cccs1	1.6	-0.72	6	2[fluorescence artefact?]	-3	-5	0.0	-28	-0.5
O=c1c2ccccc2nc(SCc2cccc(F)c2)n1Cc1ccco1	0.0	/	-4	0[fluorescence artefact?]	-14	17	-2.9	0	0.4
CCOC(=O)C1=NN(c2cccc(Cl)c2)C2=NC(C)=C(C(=O)OC)C(c3cccs3)N12 (centres undefined)	0.5	0.1	-12	1	1	19	-2.7	-9	1.4
C/C(Cc1ccccc1)=N\NC(=O)CNC(=O)c1ccc(C(C)(C)C)cc1	1.0	0.18	/	-1	/	-4	1.7	3	-0.5
CCC(=O)N=c1sc2c(OC)ccc(OC)c2n1C	-0.1	-1.7	1	/	/	/	0.8	/	-0.1
Cn1nc(C(=O)N2CCCC2)c2ccccc2c1=O	0.0	0.63	-3	2[fluorescence artefact?]	-3	-9	-1.3	-7	1.6
C/C(=N\NC(=O)CSc1ncccn1)c1ccc2c(c1)OCCO2	1.2	1.3	-3	0	1	8	0.8	-9	1.0
COc1ccc2[nH]c(C)c(C(=O)CN3CCN(C(=O)c4ccco4)CC3)c2c1	0.0	0.028	-1	-2	-27	6	-0.7	-16	-0.1
O=C(Nc1ccncc1)Nc1ccc(F)c(Cl)c1	0.4	/	/	-1	-21	6	2.2	18	0.1
COc1ccc(/C=N/N(Cc2ccccc2)c2ccccc2)cc1O	6.9	0.69	-33	-3	-10	-15	-0.7	-6	1.6
COc1ccccc1/C=C/C=N/NC(=O)CN1CCN(Cc2ccccc2)CC1	0.3	-1.2	-30	-2	-6	11	1.1	-6	0.4
O=C(/C=C/c1ccccc1Cl)N(Cc1ccccc1)C1CCS(=O)(=O)C1 (centres undefined)	0.6	-1.4	-3	0	-14	4	1.7	-12	0.1
CC1(C)CC(=O)C2=C(C1)OC(N)=C(C#N)C2c1cccs1 (centres undefined)	3.6	0.014	16	-1	6	-17	-1.0	0	-0.2
CC1=C(C(=O)OCC(C)C)C(c2ccccc2Cl)NC(=O)N1C (centres undefined)	-0.3	-1.7	2	-2	-10	-3	0.7	-7	0.4
O=C1NC(=O)/C(=C/C(=O)N2CCOCC2)S1	1.0	0.00018	1	-1	-10	-8	0.6	-17	1.0
